PMI inhibition – MPI inhibition at elevated mannose 6-phosphate – biochemical, fluorescence intensity, high mannose 6-phosphate, primary screen (AID 1220); recombinant PMI enzyme, coupled fluorescence intensity; higher % means a stronger effect; 190,000 tested, 0.66% active; inhibition, % at 20 µM; hits with a dose series show IC50 in µM
TNAP activators – human TNAP enzyme activators, primary screen, biochemical, luminescent, no phosphate acceptor, uHTS (AID 1001) | purified TNAP, luminescent activation assay, no phosphate acceptor; higher activation fold means a stronger effect | activation fold at 20 µM; hits with a dose series show EC50 in µM | 200,000 tested, 0.03% active; in the data active = activation fold from about 3, or a potency from the dose series; inactive = the rest, 99 in 100 with activation fold below about 1.6; note: many of its hits are not listed in these tables
XIAP antagonists – small molecules displacing peptide from XIAP – biochemical, IAP family, fluorescence polarization (AID 1018); XIAP BIR domain, fluorescence polarization peptide displacement; higher % means a stronger effect; 200,000 tested, 0.007% active; one-dose displacement, % at 20 µM; IC50 in µM for titrated hits; in the data active = displacement above about 50%; note: a part of the inactive calls stands beside numbers as strong as those of hits
Myeloid diff 2 – myeloid differentiation induction; AID 624256; 360,000 tested, 1% active; calls only at 10 µM; ER-HoxA9 myeloid progenitors, lysozyme-GFP differentiation, flow cytometry;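 active = normalized GFP-positive differentiation at or above the plate's own cutoff, the solvent-only control mean plus 3 SD; inconclusive = no clear call, values can overlap the other calls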;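 note: cells exposed to compound for four days before flow analysis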
WT yeast gro inh – growth inhibition of WT yeast, mitochondrial fusion screen; mitochondrial fusion phenotypic screen, WT strain; inhibition, % at 10 µM; AID 1362; 190,000 tested, 2.1% active; in the data active = inhibition above about 58%; tested in S. cerevisiae
Siah-1 displacement – blockers of Siah-1 interaction with plectin peptide – biochemical, fluorescence polarization, rhodamine-plectin, uHTS, primary screen (AID 1817); displacement, % at 20 µM; hits with a dose series show IC50 in µM; 290,000 tested, 0.02% active; Siah-1 / rhodamine-plectin peptide fluorescence polarization; higher % means a stronger effect;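 active = displacement of at least 50% at 20 µM, with a fluorescence ratio check between 0.3 and a set limit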;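 note: plate controls were Siah plus tracer with DMSO for no effect and tracer alone without Siah for full effect; strong numbers were not always called active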
PMI inhibitors – inhibitors of human PMI, primary screen, biochemical, fluorescence intensity, coupled assay (AID 1209) | purified PMI enzyme, coupled fluorescence intensity; higher % means a stronger effect | inhibition, % at 20 µM; hits with a dose series show IC50 in µM | 190,000 tested, 0.42% active;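 note: plate controls were DMSO vehicle for no effect and wells lacking substrate for full effect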
PhoP inhibition – inhibitors of PhoP regulon expression, primary screen, Salmonella Typhimurium, GFP reporter (AID 1863). inhibition, % at 50 µM, or IC50 in µM where a hit was titrated. S. Typhimurium PhoP-regulated promoter GFP reporter, 4 h; higher % means a stronger effect. 300,000 tested, 0.16% active;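 active = inhibition over 29.93%, a cutoff 3 SD above the screen mean, later confirmed by dose response; inconclusive = inhibition over 29.93% but no dose response follow-up; inactive = inhibition at most 29.93% or unconfirmed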;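 note: 0% = low Mg2+ inducing control and 100% = high Mg2+ repressing control; strong numbers were not always called active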
RSV antiviral HEp-2 – RSV antiviral activity via CPE protection, HEp-2 cells, primary 10 µM value included (AID 2391); HEp-2 cells, RSV-induced CPE inhibition; higher % means a stronger effect; CPE inhibition, % at 10 µM, or IC50 in µM where a hit was titrated; 310,000 tested, 0.13% active; in the data active = a potency from the dose series; inconclusive = CPE inhibition mostly from about 23% at the one dose, without a potency; inactive = the rest, 99 in 100 with CPE inhibition below about 21%; note: strong numbers were not always called active
WT yeast gro inh mutant strain – recorded beside WT yeast gro inh, whose call it bears; inhibition, %; mitochondrial fusion phenotypic screen, mutant strain inhibition
Myeloid diff 2 GFP+ MAC1+ % – further read-out of Myeloid diff 2, marked with its call; GFP+ MAC1+ double positive, %; measured here: differentiation confirmed by MAC1 staining
* hit, by the source's call; i = inactive; ? = inconclusive; nt = no result given; + = active, no number. Cut-off read from the data, not from the text of the source, unless noted: active = inhibition above about 50%; inactive = the rest.

SMILES	PMI inhibition	TNAP activators	XIAP antagonists	Myeloid diff 2	Myeloid diff 2 GFP+ MAC1+ %	WT yeast gro inh	WT yeast gro inh mutant strain	Siah-1 displacement	PMI inhibitors	PhoP inhibition	RSV antiviral HEp-2
COc1ccc(N2CC(C(=O)O)CC2=O)cc1 (stereo unspecified)	-12.8%	1.1	3.2%	i	6.6	-11.7	10.6	5.5%	-11.9%	0.4%	1.1%
Cc1cc(-n2cnc(-c3cn[nH]c3C)n2)no1	nt	nt	nt	i	0.7	nt	nt	-2.0%	nt	-6.2%	4.7%
Cc1ccc(C)c(S(=O)(=O)NCCOc2nc(NC(C)C)nc(NC(C)C)n2)c1	-2.9%	1.2	-0.3%	i	2.6	1.2	-7.5	-2.2%	-0.4%	3.7%	1.4%
CCOC(=O)c1cc(-c2ccccc2)sc1NC(=O)C(C)OC(=O)c1cccc(S(=O)(=O)N(C)C)c1 (stereo unspecified)	11.0%	1.1	0.0%	i	0.2	-9.3	-10.3	-0.6%	7.3%	-5.6%	-1.1%
COc1ccc(NC(=O)Nc2nnc(CC(=O)Nc3ccccc3)s2)cc1	nt	nt	nt	i	0.7	nt	nt	0.9%	nt	2.4%	-0.8%
CC(C(=O)Nc1ccc2c(c1)OCO2)N(c1ccc(Cl)cc1)S(C)(=O)=O (stereo unspecified)	-13.1%	1	-6.6%	i	0.8	2.9	-10.9	-5.9%	-4.6%	-4.5%	1.0%
CCOc1ccc(NC(=O)CCC(=O)NNC(=O)COc2ccc(C)cc2)cc1	-1.0%	1.4	-4.1%	i	0.0	-7.4	11.6	15.5%	0.7%	7.2%	1.6%
CC(=O)N1N=C(c2cccc(O)c2)CC1c1cccs1 (stereo unspecified)	nt	nt	nt	i	0.7	nt	nt	5.7%	nt	-3.1%	1.0%
CC#CCN1c2ccccc2[C@]23C[C@@H](C(=O)OC)N(C(C)=O)C2=NC(C(=O)OC)=C(C(=O)OC)[C@H]13	nt	nt	nt	i	0.8	nt	nt	-7.7%	nt	5.7%	-0.1%
CCC(=O)Nc1cccc(NC(=O)c2ccccc2Br)c1	3.8%	1.2	-5.4%	i	0.4	-0.2	22.8	10.0%	8.2%	7.4%	1.5%
Cc1c(C#N)c(NC(=O)CCl)n(Cc2cccs2)c1C	11.9%	1.1	-4.6%	i	1.1	-20.4	-10.6	6.8%	-35.5%	6.3%	1.2%
COc1ccc(CCNC(=O)CSc2nc3[nH]ncc3c(=O)n2-c2ccc(Br)cc2)cc1OC	0.4%	1.6	-3.2%	i	0.0	3.4	-20.3	-7.6%	4.6%	-2.1%	0.9%
C=CCNC(=S)NNC(=O)c1ccc(Br)o1	2.0%	2.5	-8.7%	i	0.3	-3.8	3.4	0.3%	0.7%	-3.7%	3.5%
COc1ccc(-c2nc(Cn3c(SCc4cccc(F)c4)nc4ccncc43)c(C)o2)cc1OC	0.9%	1	-18.8%	i	3.7	3.2	-2.7	1.7%	12.6%	-1.7%	1.1%
CC(C)On1c(SC(C)C)nc2ccccc2c1=O	0.7%	1	-5.1%	i	0.8	6.9	5.4	3.9%	5.3%	6.0%	0.3%
CC(=O)Nc1ccc(S(=O)(=O)Nc2nc(C)cc(-n3nc(C)cc3C)n2)cc1	-1.5%	1.1	0.8%	i	1.0	10.3	0.2	-4.4%	-2.7%	5.6%	3.0%
Cc1cccc(C(=O)Nc2cccc(Br)c2)c1[N+](=O)[O-]	3.5%	1.1	-4.9%	i	1.0	14.6	17.8	7.4%	6.9%	-6.8%	6.0%
COc1ccc(OC)c(NC(=O)CSc2nc(-c3ccccc3)cc(=O)[nH]2)c1	nt	nt	nt	i	1.3	nt	nt	-3.7%	nt	-8.9%	2.9%
N#Cc1cccc(NC(=O)CCNS(=O)(=O)c2ccc3[nH]c(=O)oc3c2)c1	nt	nt	nt	i	4.9	nt	nt	3.9%	nt	13.4%	0.1%
O=c1[nH]oc2cc(Cl)ccc12	nt	nt	nt	i	1.0	nt	nt	1.1%	nt	-7.8%	2.3%

Next compounds
SMILES	PMI inhibition	TNAP activators	XIAP antagonists	Myeloid diff 2	Myeloid diff 2 GFP+ MAC1+ %	WT yeast gro inh	WT yeast gro inh mutant strain	Siah-1 displacement	PMI inhibitors	PhoP inhibition	RSV antiviral HEp-2
N/C(=N\OC(=O)Cc1ccc(Cl)cc1)c1ccccn1	-3.3%	1.2	-5.3%	i	0.9	1.9	19.2	0.6%	-0.8%	-7.0%	0.6%
CC(C)(C)C(=O)NC(=S)N1CCc2ccccc21	6.0%	1.1	-3.5%	i	0.7	-23.6	0.6	-2.0%	-22.8%	-3.9%	-1.1%
O=C(Nc1cccc(-n2cnnn2)c1)c1ccccc1Br	nt	nt	nt	i	4.4	nt	nt	0.9%	nt	2.3%	1.0%
COC(=O)c1cc(C#N)c(N2CCOCC2)nc1C	8.6%	1	-7.9%	i	0.1	-3.9	0.2	-6.1%	8.3%	6.6%	7.8%
Cc1c(-c2nnc(-c3ccc(C(F)(F)F)cc3)o2)cnn1-c1ccccc1	-7.2%	1.1	-4.9%	i	1.0	3.0	16.1	9.6%	-3.3%	-5.3%	0.7%
CNC(=O)c1sccc1S(=O)(=O)Cc1c(Cl)cccc1Cl	5.4%	1.2	-1.0%	i	1.4	-7.5	-2.4	2.9%	-5.6%	5.0%	1.6%
CSc1ccc(CN2CCSCC2)cc1	nt	nt	nt	i	0.6	nt	nt	0.8%	nt	1.1%	0.5%
C[N+]1(CCCCSc2ccc(O)cc2)CCCCC1	3.6%	0.8	2.4%	i	3.7	-3.0	-20.6	0.8%	14.7%	3.5%	0.5%
CC(NC(=O)CN(c1cccc(C(F)(F)F)c1)S(C)(=O)=O)c1ccccc1 (stereo unspecified)	nt	nt	nt	i	0.4	nt	nt	-2.5%	nt	-0.8%	0.8%
CC1(C)CC(=O)C2=C(C1)OC1=C(C(=O)CC(C)(C)C1)C2c1cc([N+](=O)[O-])cc([N+](=O)[O-])c1O	2.8%	0.9	-8.3%	i	0.2	-8.2	-13.6	-1.5%	-13.9%	2.3%	2.2%
COc1ccccc1CNC(=O)c1ccc(S(=O)(=O)N(C)C)cc1	10.1%	1.1	-2.3%	i	0.9	-10.3	-17.1	4.5%	10.5%	14.1%	0.6%
CN1CCN(CC/C=C2/c3ccccc3Sc3ccc(S(=O)(=O)N(C)C)cc32)CC1	-3.3%	1.1	-2.9%	i	0.9	18.9	14.4	-3.3%	1.8%	-5.9%	-1.8%
CCCc1cc(=O)oc2c3c(cc(OCC(=O)NCCCn4ccnc4)c12)OC(C)(C)CC3	nt	nt	nt	i	3.9	nt	nt	4.7%	nt	-6.0%	1.2%
CCN(CC)Cc1nc2sc(C)c(C)c2c(=O)[nH]1	3.0%	1.1	-8.5%	i	0.4	-3.7	17.1	-1.2%	-2.1%	0.0%	0.6%
CC(C)c1ccc(NC(=O)NCc2cccnc2)cc1	nt	nt	nt	i	1.0	nt	nt	-1.1%	nt	-4.4%	1.9%
FC(F)(F)c1ccnc(NCc2ccco2)n1	nt	nt	nt	i	0.6	nt	nt	0.0%	nt	-4.7%	2.9%
COc1ccc(C(=O)CSc2ccc(-c3ccc(C)cc3)nn2)cc1	6.4%	1.1	-1.7%	i	0.7	-23.5	-14.7	5.5%	15.6%	-18.6%	?
CCCc1nnc(NC(=O)c2cc3ccccc3o2)s1	nt	nt	nt	+	15.7*	nt	nt	2.6%	nt	-8.8%	1.5%
COc1cc(C(=O)Nc2ccccc2-c2nnn(CC(N)=O)n2)cc(OC)c1OC	3.3%	1	1.0%	i	0.8	3.1	-1.4	2.0%	-2.3%	1.4%	3.5%
C=CCNC(=O)C1CC(=O)N(c2ccc(OCC(=O)Nc3ccc(Cl)c(C(F)(F)F)c3)cc2)C1 (stereo unspecified)	1.0%	1	-7.1%	i	1.0	-10.4	-5.7	0.0%	0.6%	9.6%	3.0%

More results.
SMILES	PMI inhibition	TNAP activators	XIAP antagonists	Myeloid diff 2	Myeloid diff 2 GFP+ MAC1+ %	WT yeast gro inh	WT yeast gro inh mutant strain	Siah-1 displacement	PMI inhibitors	PhoP inhibition	RSV antiviral HEp-2
Cc1ccc(OCC(=O)Nc2cccc(-c3nnc(-c4ccccc4)o3)c2)c(C)c1	-7.0%	1.2	-5.2%	i	0.3	-4.3	-6.5	44.2%	-1.4%	4.8%	1.5%
COc1cccc(-c2cc(C(F)(F)F)c3c(N)c(C#N)sc3n2)c1	-4.7%	1	-7.0%	nt	nt	7.7	-9.4	2.8%	-6.0%	-10.2%	13.4%
COc1ccc(CNc2nc(NCc3ccc(OC)cc3)n(C(=O)c3ccccc3[N+](=O)[O-])n2)cc1	25.8%	1	-7.6%	i	1.4	3.3	0.1	-1.6%	31.1%	-5.0%	1.0%
CCCn1c(SCC(=O)NCCc2ccccc2)nnc1-c1ccccn1	10.8%	1.1	-4.0%	i	0.5	-2.8	-8.6	10.5%	6.1%	-3.6%	1.4%
N#CC1=C(N)Oc2n[nH]c(-c3ccccc3)c2C1c1ccsc1 (stereo unspecified)	46.7%	1	-3.6%	i	1.4	-2.0	-13.4	-4.3%	29.6%	3.7%	2.9%
CN1C(=O)/C(=C\c2cc(N=Nc3ccccc3)ccc2O)SC1=S	9.8%	0.6	-2.0%	nt	nt	12.5	-7.9	0.6%	3.7%	3.5%	-4.0%
C=CCc1ccc(OCC(O)CN2CCc3ccccc3C2)c(OC)c1 (stereo unspecified)	nt	nt	nt	i	1.9	nt	nt	6.0%	nt	0.1%	3.4%
Cc1ccc(NC(=O)c2cc(C)nc3ccccc23)c(C)c1	nt	nt	nt	i	0.9	nt	nt	-4.4%	nt	-7.1%	0.1%
Cc1cccc(NC(=S)NCc2cccs2)c1	1.5%	1.1	-0.7%	i	0.6	15.8	7.1	1.1%	-4.6%	11.0%	-0.1%
CCCOC(=O)Nc1c(C)cccc1C(C)C	13.0%	1	3.5%	i	0.2	0.9	6.5	-3.2%	8.8%	0.8%	1.0%
CCOC(=O)N1CCC(N(CCOC)C(=O)Nc2ccc(CC)cc2)CC1	10.3%	1.1	-1.7%	i	1.5	2.5	-0.4	5.3%	12.5%	3.2%	-0.1%
CCCC(c1nnnn1CS(=O)(=O)c1ccc(C)cc1)N1CCN(CC)CC1 (stereo unspecified)	-6.1%	1	-9.8%	i	0.2	8.9	7.3	-0.2%	-9.8%	2.8%	-0.4%
COc1ccc(NC(=O)CSc2ccccc2)cn1	25.5%	0.9	-5.3%	i	0.1	-14.3	3.7	-0.4%	23.6%	-2.8%	-0.6%
Cc1ccc(-n2c(C)nnc2SCC(=O)N2CCc3ccccc3C2)cc1C	6.2%	1	-3.2%	i	1.0	10.1	19.9	0.9%	4.8%	5.6%	4.8%
COc1ccc(CCNC(=O)COC(=O)c2cnc(C)cn2)cc1OC	14.0%	1.1	-2.4%	i	5.6	4.4	1.6	13.7%	8.8%	-2.9%	1.7%
CC1=C(C(=O)N2CCOCC2)C(c2ccc(C)cc2)NC(=S)N1 (stereo unspecified)	-17.0%	1.1	-4.5%	i	0.1	-6.3	-8.8	-1.2%	-3.5%	-7.9%	0.9%

Source: PubChem BioAssay (several laboratories)
